Screening results from PubChem.
TTR transcr act = TTR transcription activators in neuroblastoma reporter cells, primary screen, cell-based, luminescence, SH-SY5Y, TTR promoter Gaussia luciferase. activation, % at 16.7 µM. actives 1.3% (n = 92,000). 100% = recombinant luciferase protein wells. AID 1117267, 2014;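 active = activation above the mean of all tested compounds plus 3 SD, cut at about 9.5% in these data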;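 note: cells exposed to compounds for one day before reading; 0% = median of all test compound wells on the plate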
The depositor's hits bear a star. Some of the compounds tested. The share of hits here may be higher or lower than overall.

molecule | TTR transcr act
CC1(C)CC(NC(=O)c2ccccc2NS(=O)(=O)c2ccc(Br)cc2)CC(C)(C)N1 | 3.7
O=C(O)c1ccc2c(c1)C(=O)N(N1C(=O)c3ccccc3C1=O)C2=O | -0.8
O=C(c1ccc(=O)[nH]c1)N1CCN(S(=O)(=O)c2cc(C(F)(F)F)ccc2Cl)CC1 | 0.5
CN1C(=O)/C(=C/c2ccc(-c3ccccc3[N+](=O)[O-])o2)SC1=Nc1ccc(Cl)c(C(=O)O)c1 | 2.9
CC1CCC(NC(=O)c2ccc3c(c2)S(=O)(=O)c2ccccc2C3=O)CC1 (configuration not stated) | -0.8
O=C(Cc1ccc([N+](=O)[O-])cc1)NCC1CCCO1 (configuration not stated) | 0.0
CCN1CCN(c2c(Cl)cccc2NC(=O)c2ccc3c(c2)OCCO3)CC1 | -1.4
COc1cc(NC(=O)Cn2ncc(Cl)c(Cl)c2=O)c(C)cc1[N+](=O)[O-] | -6.2
O=C(NCCc1nc2ccccc2[nH]1)c1cccc(Br)c1 | 3.7
N#CCCN(C(=O)CSc1ccc2c(c1)OCCO2)c1ccccc1 | 0.3
COc1ccc(CCNC(=O)CN(c2ccc(C)cc2)S(=O)(=O)c2c(C)noc2C)cc1OC | 1.5
O=[N+]([O-])c1cccc2c(S(=O)(=O)N3CCOCC3)cccc12 | -0.6
CC1(OC(=O)C2CCCC2)C(=O)C=C2C=C(c3ccsc3)N(Cc3ccccc3)C=C2C1=O (configuration not stated) | -3.1
COC(=O)[C@@]1(Cc2ccccc2)[C@H]2C(=O)N(Cc3ccccc3)C(=O)[C@H]2[C@H]2CN=C(SCc3ccccc3)N21 | -2.7
CCNC(=O)C1CC(=O)N(c2ccc(Br)cc2)C1 (configuration not stated) | 0.1

molecule | TTR transcr act
CCN(CC)S(=O)(=O)c1ccc(O)c(NS(=O)(=O)c2ccccc2F)c1 | 0.2
CCC(C)NC(=O)C1CCN(S(=O)(=O)c2ccc(OC)cc2)CC1 (configuration not stated) | 0.1
CC(=O)c1ccc2noc(-c3ccc(C)cc3)c2c1 | 0.2
O=C(COC(=O)/C=C/c1cccc(F)c1)Nc1ccc(Cl)cn1 | 0.4
CC1CC(C)CN(C(=O)C2CCCN(S(=O)(=O)c3cccc4nonc34)C2)C1 (configuration not stated) | -3.2
Cc1cc(/C=N/n2cnnc2)c(C)n1-c1ccc(Cl)cc1 | -1.5
C[C@@H]1CN([C@@H](C)CO)C(=O)CCCn2nncc2CO[C@H]1CN(C)Cc1ccc2c(c1)OCCO2 | 2.4
O=C(Nc1ccnn1C1CCN(Cc2cccc(OCCO)c2)CC1)C1CC1 | -1.2
COc1ccc(C2/C=C\CN(S(=O)(=O)c3ccc(-c4ccccc4)cc3)CC(=O)N2Cc2ccc(F)cc2)cc1 (configuration not stated) | -2.0
CCC(CO)Oc1cc(NCc2ccc(Cl)cc2Cl)c2ncn(C(C)C)c2c1 (configuration not stated) | -9.0
COC(=O)c1ccc(Nc2c([N+](=O)[O-])c(=O)oc3ccccc23)cc1 | -1.7
Cc1oc(-c2ccccc2)cc1C(=O)Nc1cccc(/C=C\C(=O)O)c1 | 3.4
N#CC(C#N)=C(Nc1ccccc1)c1ccccc1 | -2.9
O=C(O)c1cc2nc3c(c(C(F)(F)F)n2n1)CCc1ccccc1-3 | -3.3
Cc1cc(-c2ccccc2)nc(-c2ccccc2)c1C | 19.2*

molecule | TTR transcr act
COC(=O)CNC(=O)c1sc2ncn(CC(=O)Nc3ccc(C)c(Cl)c3)c(=O)c2c1C | 2.6
CCOC(=O)c1sc(Nc2ccc(F)cc2)nc1C | -1.1
Cc1ccc(C)c(NC(=O)CN(C)C(=O)CC2OC(=O)c3ccccc32)c1 (configuration not stated) | 3.2
CCCNC(=O)CSc1nccn1Cc1ccc(OC)cc1 | -1.8
CC(=O)Oc1ccc2ccc3ccc(C(C)=O)cc3c2c1 | 0.2
COc1ccc(CNc2nc3c(c(=O)[nH]c(=O)n3C)n2Cc2ccccc2C)cc1 | 0.4
CCc1nc(SCC(=O)NC2CCCC2)c2c(=O)n(C)c(=O)n(C)c2n1 | -1.2
Cc1nnc(SCc2cccc([N+](=O)[O-])c2)[nH]c1=O | 1.3
Cc1ccc(C(=O)N/C(=C\c2cccs2)C(=O)NCCCN2CCOCC2)cc1 | 0.6
S=C(NC1CCCCC1)NC1CC2C=CC1C2 (configuration not stated) | 7.3
CCCOc1ccc(/C(O)=C2/C(=O)C(=O)N(CCCn3ccnc3)C2c2ccc(C)o2)cc1 (configuration not stated) | 3.2
Clc1ccc(C2NCCc3sccc32)cc1 (configuration not stated) | -1.9
CCN(CC)S(=O)(=O)c1ccc(OC)c(NC(=O)COc2ccc3c(C)cc(=O)oc3c2)c1 | -1.4
Cc1ccc(CNC(=O)N2CCN(c3ccc(C)cc3)CC2)cc1 | 1.6
O=C(Nc1ccc(Cl)cc1)c1ccc(-c2ccccn2)s1 | -1.8

molecule | TTR transcr act
O=C(CN1CCCCCC1)Nc1nc2ccccc2s1 | 0.4
O=C(COc1cc(F)ccc1[N+](=O)[O-])NCC1CCCO1 (configuration not stated) | -1.6
O=C(Nc1ccc(-c2cnco2)cc1)c1ccccc1 | 14.2*
NC(=O)c1ccc2c(=O)n3c(-c4cccs4)csc3nc2c1 | 2.1
N#Cc1c(-c2ccco2)c2c([nH]c1=S)CCCC2 | -3.5
COc1ccc2c(c1)cc(C(=O)N[C@H](C(=O)N1CCC[C@H]1C(=O)O)C(C)C)n2C | -0.9
CCN1C(=O)/C(=C2/Sc3ccccc3N2CC)S/C1=N\c1ncn[nH]1 | 4.5
Cc1cccc(NC(=O)/C=C/c2ccc([N+](=O)[O-])s2)c1 | -4.8
Cc1nnsc1-c1c(C(=O)Oc2ccccc2)c(C)nn1-c1ccccc1 | -1.1
CCOC(=O)C(CCCOc1cccc(CC)c1)C(=O)OCC | 0.4
CCOCc1nnc(NC(=O)c2c(-c3ccccc3)noc2C)s1 | 2.3
O=C(CCn1c(=O)sc2ccccc21)Nc1cccnc1 | 4.3
COc1ccc(CN2CCC(C(=O)c3cccc(Cl)c3)CC2)cc1 | -0.7
Nc1sccc1C(=O)c1ccccc1 | 9.9*
Cc1ccc(-c2nc3cccnc3s2)cc1NC(=O)c1ccco1 | -0.1

molecule | TTR transcr act
Cc1cc(NC(=O)C2C3C(=O)N(Cc4ccc(Cl)cc4)C(C(=O)NC(C)(C)C)C34C=CC2(C)O4)no1 (configuration not stated) | -1.0
O=C(COc1ccc([N+](=O)[O-])cc1)Nc1ccc(N2CCCC2)cc1 | -0.2
O=C1N/C(=C/c2cccn2-c2ccccc2)C(=O)N1Cc1ccccc1F | -0.6
CCOc1cccc(NC(=O)c2cnccc2C(F)(F)F)c1 | -1.1
CCCOc1ccc(C(=O)Nc2ccc(N3CCN(C(=O)c4ccco4)CC3)cc2)cc1 | 3.1
Cc1ccc2nc(-c3ccc(N)cc3)sc2c1 | 0.5
CN(C)/C=C1\C(=O)N(c2ccc(Cl)c(Cl)c2)CS1(=O)=O | 2.0
O=C(c1ccccc1)c1ccc2nc(N3CCN(C(=O)c4ccco4)CC3)c3nncn3c2c1 | -1.6
O=c1cc(CO)oc(CN2CCN(c3ccccc3F)CC2)c1O | 3.7
COc1cc(OC)cc(C(=O)NNC(=O)CNC(=O)c2ccc(Br)o2)c1 | 0.1
CC(=O)NC(=S)Nc1cccc2c(C)cc(C)nc12 | -0.3
NC(=O)c1ccc(N2CCCCCC2)c([N+](=O)[O-])c1 | -2.0
O=C1Nc2ccc([N+](=O)[O-])cc2OC1CCN1CCOCC1 (configuration not stated) | 2.4
COC(=O)/C=C/c1cnc[nH]1 | -1.8
Nc1nnc(SCC(=O)c2ccc([N+](=O)[O-])cc2)s1 | 1.1

molecule | TTR transcr act
Cc1c2c(n3c(nc4ccccc43)c1C#N)N(CCCN(C)C)CC2 | 0.9
Cc1ccc(CN2CC(N3CCN(CC4CC4)CC3)CS2(=O)=O)cc1 (configuration not stated) | -0.7
Cc1cn([C@H]2C[C@H](O)[C@@H](CCC(=O)NCc3ccccc3)O2)c(=O)[nH]c1=O | 0.2
Cc1nnc(SCC(=O)N(C)C2CCCCC2)n1C | -2.2
COc1ccc(C(=O)c2[nH]c(N)c(C(=O)NCCc3c[nH]c4ccccc34)c2-c2ccc(C(F)(F)F)cc2)cc1 | -0.2
COCCN1C(=O)/C(=C/c2ccc(N3CCCC3)cc2)SC1=S | 0.2
O=C(COC(=O)c1c(F)cccc1F)Nc1ccc(N2CCCCC2)cc1 | 4.2
O=C(Nc1ccc(N2CCN(C(=O)c3ccccc3)CC2)cc1)c1ccc(Br)o1 | -1.9
O=C(Nc1ccccc1)C(Cl)C(=O)c1ccccc1 (configuration not stated) | 6.5
Cc1nnc(SCC(=O)Nc2ccc([N+](=O)[O-])cc2)n1C | -0.5
COc1cccc(C2NC(=O)NC(C)=C2C(=O)Nc2ccc(C)cc2)c1OC (configuration not stated) | 2.3
COc1ccc([C@H]2CC(=O)C[C@@H](CCn3cc(-c4ccncc4)nn3)O2)cc1 | -1.4
C/C(=C\c1ccccc1)C(=O)NCCc1ccccc1 | -1.7
N#CCCC(C#N)(c1cccnc1)N1CCOCC1 (configuration not stated) | 1.4
O=C(COc1nncc2ccccc12)Nc1ccc(F)c(F)c1 | -1.1

Of the compounds above, 5 have bromine.
molecule | TTR transcr act
CC1(C)CC(NC(=O)c2ccccc2NS(=O)(=O)c2ccc(Br)cc2)CC(C)(C)N1 | 3.7
O=C(NCCc1nc2ccccc2[nH]1)c1cccc(Br)c1 | 3.7
CCNC(=O)C1CC(=O)N(c2ccc(Br)cc2)C1 (configuration not stated) | 0.1
COc1cc(OC)cc(C(=O)NNC(=O)CNC(=O)c2ccc(Br)o2)c1 | 0.1
O=C(Nc1ccc(N2CCN(C(=O)c3ccccc3)CC2)cc1)c1ccc(Br)o1 | -1.9

(list continues)
molecule | TTR transcr act
O=C(NCc1ccc2c(c1)OCO2)c1cc(-c2ccncc2)nc2ccccc12 | -2.1
ClC(Cl)(c1nnnn1-c1ccccc1)c1nnnn1-c1ccccc1 | -7.0
C(=C\c1ccccc1)/CN1CCN(C(c2ccccc2)c2nnnn2C2CCCCC2)CC1 (configuration not stated) | 0.7
COc1ccc(NC(=O)C2(C)Cc3c(-c4cccc(C(N)=O)c4)ccnc3O2)cc1OC (configuration not stated) | 1.8
O=C(Nc1ccccc1Cl)C1CCCN(S(=O)(=O)c2ccc(F)cc2)C1 (configuration not stated) | 2.9
CSc1ccc(-c2cc3c(c4c2ccn4C)C2CCC3C2)cc1 (configuration not stated) | 0.2
Cc1cc2cc(CN3C(=O)c4ccccc4C3=O)ccc2[nH]1 | -0.5
O=S(=O)(c1ccc(Br)s1)N1CCC2(CC1)OCCO2 | 0.6
Cc1cc(C)nc(NN=C(c2ccccc2)c2ccccc2)n1 | 1.2
N#C/C(=C\c1c(F)cccc1Cl)S(=O)(=O)c1ccccn1 | 1.3
COc1ccc(S(=O)(=O)N2CCOCC2)cc1NC(=O)c1ccccc1C | -1.4
c1ccc(-c2cc(-c3nc4ccccc4[nH]3)c3ccccc3n2)cc1 | 1.5
COc1ccccc1CCN1CCCC(CN(C)C(=O)CCC(N)=O)C1 (configuration not stated) | -0.8
O=C(c1cc(-c2ccc(Cl)cc2Cl)on1)N1CCOCC1 | 0.8
O=C(CN1CCC(O)(c2cccc(C(F)(F)F)c2)CC1)NCCc1ccccc1 | 5.8

molecule | TTR transcr act
COc1ccccc1NC(=O)Nc1ccncc1 | 0.4
COc1cc(OC)c2c(-c3ccccc3)cc(=O)oc2c1C(CCN1CCCC(C)C1)c1ccc2c(c1)OCO2 (configuration not stated) | -3.3
N#CCSc1nc2ccccc2c2nc3ccccc3n12 | 2.8
CC1(CCCN2C(=O)c3ccccc3C2=O)OCCO1 | -2.5
O=C(Nc1cc([N+](=O)[O-])ccc1N1CCOCC1)c1ccco1 | 6.9
C=CCN(C(=O)Cn1nnc2ccccc21)C(C(=O)NCCOC)c1ccc(OC)cc1OC (configuration not stated) | -1.0
CSCCC(NS(=O)(=O)c1ccc2[nH]c(=O)c(=O)[nH]c2c1)C(=O)O (configuration not stated) | -0.6
CS(=O)(=O)c1cccc(C(=O)N(CCc2ccccc2)Cc2cccs2)c1 | 2.3
COc1ccc(/C=C/C(=O)NC(=S)N2CCOCC2)cc1 | 3.8
NC(=O)C1CCN(c2nc(-c3ccc4c(c3)CCO4)cs2)CC1 | 1.5
CN(CC(=O)N1CC=C(c2ccccc2)CC1)S(=O)(=O)c1ccc2c(c1)c(=O)n(C)c(=O)n2C | 5.9
CCN(CC(=O)NCc1ccc(F)cc1)C(=O)c1cccc(S(=O)(=O)N(C)c2ccc(OC)cc2)c1 | -1.0
O=C(Nc1ccc(-c2csc(Nc3ccc(Cl)cc3)n2)cc1)c1ccccc1 | 1.7
O=c1cnn(Cc2c(Cl)cccc2Cl)c2ccccc12 | -0.1
Cc1ccc(CS(=O)(=O)Cc2ccc(C(=O)NCCCN3CC(C)CC(C)C3)o2)cc1 (configuration not stated) | 0.5

molecule | TTR transcr act
CCOc1ccc(-c2cc(CCCC(=O)NCCCOC)no2)cc1 | -0.9
C#CCOc1ccc(CNC[C@H]2O[C@@H](n3cnc4c(N)ncnc43)[C@H](O)[C@@H]2O)cc1 | -0.1
CC(C)Cc1nnc(NC(=O)c2ccc3c(c2)OCCO3)s1 | -1.6
O=c1nc(N2CCOCC2)ccn1-c1nc(-c2ccccc2)sc1-c1ccccc1 | -1.1
CCc1noc(C)c1C(=O)N1CCN(S(=O)(=O)c2ccc(Br)cc2)CC1 | 1.1
CC(C)C(=O)Nc1nnc(S(=O)(=O)N2CCc3ccccc32)s1 | -1.4
O=C(CSc1nnnn1-c1cccc2c1CCCC2)N1CCCCC1 | 4.5
COc1ccc(NC(=S)N(CCc2c(C)[nH]c3ccc(C)cc23)Cc2cccnc2)cc1 | -1.9
